# Kir21 inh – blocks the mouse Kir2.1 inward-rectifier potassium channel; HEK293-Kir2.1, FluxOR thallium flux fluorescence; hits give low values; actives 0.85% (n = 310,000); B-score at 10 µM; P35561;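 active = fluorescence ratio B-score at or below minus 3 SD of library scores, with starting-brightness B-score within 2 SD, cut at about -4.2 in these data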;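 also: channel flux triggered by added potassium and thallium sulfate stimulus; B-score of peak minus minimum fluorescence over baseline after thallium stimulus; more negative B-score means stronger Kir2.1 block with less thallium influx; some compounds called inactive have numbers as strong as hits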
# Target sequence (P35561 whole entry, looked up): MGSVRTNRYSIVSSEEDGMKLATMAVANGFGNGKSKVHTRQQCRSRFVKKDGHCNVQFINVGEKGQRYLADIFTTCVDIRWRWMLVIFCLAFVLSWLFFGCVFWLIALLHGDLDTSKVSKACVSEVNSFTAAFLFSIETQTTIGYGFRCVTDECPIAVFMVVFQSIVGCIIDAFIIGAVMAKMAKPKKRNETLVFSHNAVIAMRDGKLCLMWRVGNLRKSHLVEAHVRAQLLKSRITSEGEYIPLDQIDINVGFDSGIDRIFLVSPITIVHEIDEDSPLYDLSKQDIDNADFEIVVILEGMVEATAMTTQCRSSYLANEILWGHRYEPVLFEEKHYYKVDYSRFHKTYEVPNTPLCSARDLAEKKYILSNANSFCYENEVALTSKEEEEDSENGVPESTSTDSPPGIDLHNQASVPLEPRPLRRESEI
# CHT block – inhibits the human high affinity choline transporter. Q9GZV3. CHT-expressing cells, membrane potential dye, choline response; hits give low values. B-score at 10 µM. actives 0.86% (n = 310,000). AID 488975;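 active = B-score over 3 SD under the library average, and starting fluorescence ratio not unusually high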;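 also: choline stimulus applied at its EC90 after an EC20 pre-addition; B-score computed on integrated fluorescence ratio after choline addition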
# Target sequence (Q9GZV3 whole entry, looked up): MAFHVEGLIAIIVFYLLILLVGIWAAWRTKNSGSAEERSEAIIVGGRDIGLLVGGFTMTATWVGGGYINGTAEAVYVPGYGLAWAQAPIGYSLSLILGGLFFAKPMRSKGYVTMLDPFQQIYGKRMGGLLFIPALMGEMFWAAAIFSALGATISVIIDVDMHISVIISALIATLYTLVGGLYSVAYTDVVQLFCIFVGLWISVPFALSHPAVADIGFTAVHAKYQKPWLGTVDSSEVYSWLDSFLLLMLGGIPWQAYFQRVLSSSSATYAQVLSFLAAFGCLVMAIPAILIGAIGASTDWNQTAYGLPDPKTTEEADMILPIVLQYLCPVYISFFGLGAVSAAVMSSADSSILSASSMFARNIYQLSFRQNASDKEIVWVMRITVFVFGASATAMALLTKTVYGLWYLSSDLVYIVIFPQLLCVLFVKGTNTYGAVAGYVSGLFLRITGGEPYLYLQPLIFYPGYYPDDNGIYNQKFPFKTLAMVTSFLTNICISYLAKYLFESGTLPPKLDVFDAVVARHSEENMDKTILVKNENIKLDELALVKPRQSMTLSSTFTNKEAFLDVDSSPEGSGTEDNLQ
# * marks the source's active call; other numbers are inactive results; i = inactive; / = not tested or not shown; & = joins results of further samples.
SMILES,Kir21 inh,CHT block
COc1ccc(-c2cn(-c3ccccc3)c(=S)[nH]2)cc1OC,-0.54,i
COCCCn1c(SCC(=O)N(C)C)nnc1-c1ccccc1,-0.4,i
O=[N+]([O-])c1ccc(S(=O)(=O)Nc2ccncc2)cc1,-0.12,i
COc1ccc(OCC(=O)Nc2ccc(S(=O)(=O)N3CCN(C)CC3)cc2)cc1,-1.1,i
CCOC(=O)c1sc(=S)n(CC)c1NC(=O)CC,1.1,i
CCCCN(C)CCC(=O)Nc1ccc(Cl)cc1,-0.74,i
O=C(CCCn1c(SCC(=O)NCCc2ccccc2)nc2ccccc2c1=O)NCC1CCCO1 (stereo not given),0.24,i
Cc1cccc(C)c1NS(=O)(=O)c1ccc(-c2ccc(=O)[nH]n2)o1,1.4,i
Cn1c(=O)[nH]c(=O)c2c1nc(NCCN)n2CCOc1ccccc1,-0.27,i
O=C1C2C3C=CC(C4CC34)C2C(=O)N1c1cccc2ccccc12 (stereo not given),-1.3,i
COc1ccc(CNc2ncc(-c3ccc(Br)cc3)n2C)cc1OC,-0.17,/
COc1ccccc1N1CCN(C(=O)c2noc(C)c2[N+](=O)[O-])CC1,1.2,i
COc1ccc(C(=S)Nc2ccccc2)cc1,1.8,i
O=S(=O)(Nc1nc2ccccc2nc1Cl)c1ccc2ccccc2c1,1.4,i
COc1ccccc1NC(=O)COC(=O)Cc1ccc(S(=O)(=O)N2CCCCC2)s1,-0.72,i
COc1ccc2[nH]c3c(N4CC(C)OC(C)C4)ncnc3c2c1 (stereo not given),2.5,i
CCCCn1c(N)c(N(CC(C)C)C(=O)c2ccc(S(=O)(=O)N3CCCCCC3)cc2)c(=O)[nH]c1=O,-0.54,i
C[C@H](CCC(=O)O)[C@H]1CC[C@H]2[C@@H]3[C@H](O)C[C@@H]4C[C@H](O)CC[C@]4(C)[C@H]3C[C@H](O)[C@]12C,-0.35&-0.05&-0.01,i
CC(C(=O)c1ccccc1)[n+]1cccc(C(N)=O)c1 (stereo not given),0.63,i
CC(Oc1cccc(Cl)c1)C(=O)Nc1ccc(N2CCOCC2)cc1N1CCOCC1 (stereo not given),1.3,i
CC(C)Cc1cc(C(=O)N2CCN(C(c3ccccc3)c3ccccc3)CC2)no1,1.1,i
Cn1c(=O)[nH]c(=O)c2c1nc(N1CCCCC1)n2C/C=N/NC(=O)c1cc(Br)ccc1O,1.3,i
O=C(NC1CCN(S(=O)(=O)c2ccccc2F)CC1)c1cccnc1,1,i
O=C(Nc1ccc(S(=O)(=O)N2CCC(C(=O)NC3CCCCC3)CC2)cc1)c1ccco1,0.7,i
CCCCCCC(=O)NC(Nc1ccc(S(N)(=O)=O)cc1)C(Cl)(Cl)Cl (stereo not given),-1.2,i

# Remaining list, next part:
SMILES,Kir21 inh,CHT block
CC[n+]1c(/C=C/c2ccc(OC(C)=O)c(OC)c2)ccc2ccccc21,-0.05,i
Cc1cc(OCCCCOc2ccc(S(N)(=O)=O)c(C)c2)ccc1S(N)(=O)=O,-0.12,i
Cc1ccc(OCc2nc(C#N)c(N3CCCC3)o2)cc1,1.1,i
COc1ccc(OC)c(C(=O)c2ccc(C(=O)Nc3ccccc3)cc2)c1,0.52,i
Cc1ccccc1OCC(=O)NC1=NCCS1,1.2,i
CCCOc1ccc(C(=O)NCCC(=O)NCCCC(=O)O)cc1,0.19,i
Cc1ccc(OCCOCCn2ccnc2)c(Br)c1,-0.04,i
Cc1cc(Nc2ccc(Br)cc2)nc(-c2ccccc2O)n1,1.5,i
O=C1c2ccccc2C(=O)N1CCn1ccnc1,-0.1,i
O=C(Nc1cccc(-c2cn3ccsc3n2)c1)c1ccccc1,0.5,i
CS(=O)(=O)c1ccccc1C(=O)Nc1cccc2ncccc12,-0.05,i
CCc1ccc(Nc2nnc(SCC(=O)NC(=O)c3cccn3C)s2)cc1,-0.42,i
O=S1(=O)N=C(N/N=C/c2ccco2)c2ccccc21,0.72,i
CN(C)C(=O)CN1C(=O)C2CC=C(Cl)CC2C1=O (stereo not given),0.69,i
Cc1cccn2c(CN(C)C3CCCc4ccccc43)c(C(=O)N3CCOCC3)nc12 (stereo not given),-0.32,i
Cc1c(Br)c([N+](=O)[O-])nn1CC(=O)NC1CCCCCC1,-0.62,i
CC(C)(C)c1ccc(C(=O)N2CCC(=O)N(C(COCc3ccccc3)Cc3ccccc3)CC2)cc1 (stereo not given),-2.8,i
O=c1c2c3c(sc2ncn1/N=C/c1ccccc1)CCCC3,0.56,i
CNC(=O)c1[nH]cnc1C(=O)Nc1cccc(OC)c1,-4.5*,i
COc1ccc(C(=O)CSc2nnc(CNC(=O)c3ccco3)n2C)cc1,-0.03,i
Cc1[nH]c2ccc(-c3n[nH]c(=S)n3Cc3ccccc3)cc2c1C,-0.06,i
Cc1cc(C)n(-c2cc(C(=O)O)cc(C(=O)O)c2)n1,-3.6,i
COc1cc(C2NC(=O)NC(O)(C(F)(F)F)C2C(=O)c2cccs2)ccc1O (stereo not given),0.82,i
Nc1nc(SCn2nnc3ccccc3c2=O)n[nH]1,2.9,i
Cc1c(C#N)c(NC(=O)c2cccc(Cl)c2)n(Cc2ccccc2)c1C,-1.9,i

# Additional results:
SMILES,Kir21 inh,CHT block
CCOc1ccc(S(=O)(=O)N2CCCC(C(=O)NCc3ccco3)C2)cc1 (stereo not given),1.2,i
COCCN(CC1CCCN(C2Cc3ccccc3C2)C1)C(=O)CCC(F)(F)F (stereo not given),2,i
O=C1NC(=S)N(C(=O)c2ccc(F)cc2)/C1=C/c1ccccc1,-0.74,i
COc1ccccc1CC(=O)N1CCN(c2ccccn2)CC1,0,i
Cn1c2ccccc2n2c(=O)cc(-c3ccccc3)c(C#N)c12,1.3,i
O=C1CC(C(=O)Nc2ccc(Br)cc2)S/C(=N\N=C\c2ccco2)N1 (stereo not given),0.6,i
CN(CC(=O)Nc1cccc(C#N)c1)Cc1ccc(Cl)cc1,-1.2,i
COc1ccc(C(=O)NNC(=O)OC(C)(C)C)cc1,-0.06,i
CC(C)CC(c1nnnn1Cc1ccc2c(c1)OCO2)N1CCC(C(N)=O)CC1 (stereo not given),0.5,i
CCOc1ccccc1N/C=C(\C#N)c1nc2ccccc2n1C,0.55,i
CCOc1ccc(S(=O)(=O)N2CCOCC2)cc1NC(=O)Cc1c(F)cccc1Cl,0.6,i
COC(=O)c1ccc2c(=O)n(Cc3ccc4c(c3)OCO4)c(=S)[nH]c2c1,-0.11,i
c1ccc(CN2CCN(c3ncccn3)CC2)cc1,0.5,i
Fc1cccc(NC(=S)Nc2cccc3ccccc23)c1,0.39,i
COCCCNc1c2c3c(cccc3[nH]c1=O)C(=O)c1ccccc1-2,/,i
CCS(=O)(=O)N1CCC(C(=O)NCc2ccc(OC)cc2OC)CC1,1.6,i
COc1cc(/C=N/NC(=S)Nc2cccc(C(=O)O)c2)cc(OC)c1OC,0.93,i
CC(C)NC(=O)C12CC3CC(C1)CC(n1cnc(Cl)n1)(C3)C2,0.38,i
Cc1ccc(O)c(CCc2ccc(O)cc2)n1,0.01,i
O=C(NCCN1CCNC1=O)C1CCC(=O)N(CCc2ccccc2)C1 (stereo not given),0.59,i
Cc1cc(Nc2ccc(Cl)cc2)nc(NCc2ccccc2)n1,-7*,i
O=[N+]([O-])c1ccccc1S(=O)(=O)N1CCN(Cc2ccc3c(c2)OCO3)CC1,1.2,i
Cc1ccc(C)c(N2CCN(C(=O)C(Cc3ccccc3)n3cccc3)CC2)c1 (stereo not given),1,i
CN(CC(=O)Nc1ccc(Cl)c(C(F)(F)F)c1)C(=O)/C=C/c1ccco1,0.53,i
C[C@H](NC(=O)c1nc[nH]c1C(=O)NC(c1ccccc1)c1ccccc1)C(=O)OCc1ccccc1,-0.35,i

# Additional records:
SMILES,Kir21 inh,CHT block
CN(C)C(=O)CCSc1nnc(-c2ccco2)o1,0.34,i
CCN(CC)CC(=O)c1ccc(-c2ccccc2)cc1,1,i
CCN1CCN(c2nc3c(c(=O)[nH]c(=O)n3C)n2CCCc2ccccc2)CC1,2.3,i
O=C(N/N=C/c1cccs1)c1c[nH]c2ccccc12,0.27,i
C=CCn1c(=O)c2ccccc2n2c(SCC(=O)Nc3sc(C)c(CC)c3C(=O)OCC)nnc12,0.04,i
CCCC(=O)OCC(=O)Nc1cc(Cl)ccc1[N+](=O)[O-],-0.18,i
Cc1ccc(S(=O)(=O)N2CCN(C(=O)COC(=O)/C=C/c3ccccc3[N+](=O)[O-])CC2)c(C)c1,2.4,i
Cn1c(N)c(C#N)c(C#N)c1-c1ccccc1,/,i
CCOC(=O)CC1ON(C)C(=O)N1c1ccc([N+](=O)[O-])cc1 (stereo not given),0.44,i
O=c1/c(=C/c2ccco2)sc2nc(-c3ccccc3Br)nn12,/,i
COc1ccc(NC(=O)C2C3C=CC(C3)C2C(=O)NCc2ccco2)c(OC)c1 (stereo not given),-0.78,i
CCOC(=O)c1ccc(NC(=O)COc2ccc(S(=O)(=O)N3CCCC3)cc2)cc1,0.27,i
CCOC(=O)C1=C(C)N(C)C(=S)NC1c1ccccc1Cl (stereo not given),-2.1,i
O=C(OCC(=O)C12CC3CC(CC(C3)C1)C2)c1cnccn1,-1.9,i
CCNC(=S)NCc1ccco1,-1.1,i
Cc1noc(C)c1CCC(=O)O,0.01,i
Clc1ccc(N2CCN(c3ncnc4c3oc3ccccc34)CC2)cc1,2,i
O=C(Cn1ccc2ccccc2c1=O)NCC(=O)Nc1ccc(F)cc1F,0.73,i
O=C(NC(=S)Nc1ccc([N+](=O)[O-])cc1O)C1CCCCC1,2.3,i
O=C(Nc1ccc(C(=O)N2CCOCC2)cc1)Nc1ccc(Cl)cc1Cl,-1,i
c1ccc(CSc2ccc(-c3ccccn3)nn2)nc1,-0.77,i
CCCC(=O)Nc1ccc(C(=O)/C=C/c2ccc(SC)cc2)cc1,1.7,i
COc1ccc(C2CC(c3ccc(Br)cc3)=NN2C(=O)c2cccnc2)cc1 (stereo not given),-2,i
COCCn1c(SCC(=O)Nc2cc(Cl)ccc2OC)nc2c(c1=O)SC(C)C2 (stereo not given),-0.36,i
CC(=O)Nc1ccc2c(CSc3nncs3)cc(=O)oc2c1,1.4,i

# Continuation:
SMILES,Kir21 inh,CHT block
CCC(=O)Nc1ccc(Cl)c(-c2nc3ncccc3o2)c1,-0.84,i
O=C(Nc1ccc(F)cc1)/C(Cl)=C/c1ccccc1,0.78,i
COc1ccc2c(c1OC)C(=O)N(c1ccc(O)cc1)C2,-0.13,i
CO/C([O-])=N/c1c[n+](-c2ccc(C)cc2)no1,1.1,i
COc1ccc(CN(C)C(=O)Cc2ccc(OC)c(S(=O)(=O)N3CCOCC3)c2)cc1,2.2,i
CCCCCn1c(=O)[nH]c2cc(C(=O)NCCCN3CCCCC3CC)ccc2c1=O (stereo not given),-0.22,-6*
Cc1[nH]n(-c2nc(-c3ccc(Cl)cc3)cs2)c(=O)c1N=Nc1ccc(O)cc1,0.08,i
COc1ccc(CCN2C(=O)CC(N3CCOCC3)C2=O)cc1 (stereo not given),0.89,i
COc1ccc(/C=N\NC(=O)c2ccccc2OC)cc1COc1c(F)c(F)c(F)c(F)c1F,-0.99,i
O=C(CC(=O)Nc1ccc(F)cc1F)Nc1ccc(F)cc1F,-1.7,i
N#Cc1ccccc1NC(=O)CSc1nnc(-c2ccccc2)n1-c1ccccc1,-0.54,i
Cc1ccccc1-n1nc2c(c1NC(=O)C1CCCC1)CS(=O)(=O)C2,0.97,i
Cc1ccc(CNCCCSc2ncccn2)cc1,-2.7,i
CCN(CCNC(=O)CS(=O)(=O)Cc1nc(-c2cccc(OC)c2)oc1C)c1ccccc1,-2.1,i
COc1ccc(NC(=O)CCSc2ccc(F)cc2)cc1,-0.3,i
Cc1ccc(-n2nc(C)c(C(=O)O)n2)c(C)c1,-1.3,i
Cc1[nH]c2ccc(F)cc2c(=O)c1SC(F)(F)C(F)F,0.14,i
S=C(NCCOCCOCCNC(=S)Nc1ccccc1)Nc1ccccc1,-1.6,i
S=c1[nH]nc(CSCc2ccc(Cl)cc2Cl)n1-c1ccccc1,-3.8,i
COc1cc(OC)cc(C(=O)O/N=C(\N)c2cccc(C)c2)c1,0.9,i
Cc1c(OC(C(=O)O)c2ccccc2)ccc2c1oc(=O)c1ccccc12 (stereo not given),1,i
CCOC(=O)c1cnn(-c2cccc(Cl)c2)c1N,0.96,i
Cn1nnnc1SCC(=O)N1CCc2ccccc2C1,/,i
CCOC(=O)c1cnc(SCC(=O)Nc2nnc(CC)s2)nc1N,0.85,i
COc1ccc(C(=O)N2CCCC(CO)(Cc3ccccc3C)C2)o1 (stereo not given),-1.5,i
CCN1C(C)=C(C)S/C1=C1\SC(=S)N(NC(C)=O)C1=O,0.02,i
Cc1noc(C)c1COc1ccc(C(=O)N2CCCC(C(F)(F)F)C2)cc1 (stereo not given),-0.06,i

# Screening data from PubChem BioAssay.

# The order is random; any-hit rate near 1.6%.
